# Compound activity: PubChem, several laboratories
# SV40 large T antigen: SV40 large T antigen inhibitors, biochemical (AID 1903); SV40 large T antigen ATPase/helicase inhibition assay; higher % means a stronger effect; inhibition, % at 20 µM, or IC50 in µM where a hit was titrated; 310,000 tested, 0.39% active; in the data active = a potency from the dose series; inconclusive = inhibition mostly from about 32% at the one dose, without a potency; inactive = the rest, 99 in 100 with inhibition below about 32%; also: strong numbers were not always called active
# PhoP inhibition: inhibitors of PhoP regulon expression, primary screen, Salmonella Typhimurium, GFP reporter (AID 1863) | one-dose inhibition, % at 50 µM; IC50 in µM for titrated hits | S. Typhimurium PhoP-regulated promoter GFP reporter, 4 h; higher % means a stronger effect | 300,000 tested, 0.16% active;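 active = inhibition over 29.93%, a cutoff 3 SD above the screen mean, later confirmed by dose response; inconclusive = inhibition over 29.93% but no dose response follow-up; inactive = inhibition at most 29.93% or unconfirmed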;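 also: 0% = low Mg2+ inducing control and 100% = high Mg2+ repressing control; strong numbers were not always called active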
# RSV CPE inhibition: RSV antiviral activity via CPE protection, HEp-2 cells, primary 10 µM value included (AID 2391). 310,000 tested, 0.13% active. HEp-2 cells, RSV-induced CPE inhibition; higher % means a stronger effect. CPE inhibition, % at 10 µM, or IC50 in µM where a hit was titrated; in the data active = a potency from the dose series; inconclusive = CPE inhibition mostly from about 23% at the one dose, without a potency; inactive = the rest, 99 in 100 with CPE inhibition below about 21%; also: strong numbers were not always called active
# MgcRacGAP inhibition: MgcRacGAP GTPase-activating activity inhibitors, confirmation, biochemical, ADP Hunter fluorescence; one-dose inhibition, % at 30 µM; IC50 in µM for titrated hits; MgcRacGAP-stimulated Rac1 GTP hydrolysis, ADP Hunter fluorescence; higher % means a stronger effect; GST-tagged Rac1 F28L mutant substrate; AID 624330, 2012; Rac GTPase-activating protein 1 (Homo sapiens); 340,000 tested, 0.6% active;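 active = first-screen hits whose inhibition reached a set limit at any dose in the follow-up dose series; inconclusive = inhibition above the set first-screen limit but never retested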;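 also: fluorescence reports GDP produced by GAP-driven GTP hydrolysis; strong numbers were not always called active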
# T cell HTS: modulators of CD8 T cell-vesicle binding, primary screen, mouse 2C CD8+ T cells, flow cytometry. 2C CD8+ T cell-vesicle binding; active compounds read low. calls only at 7 µM. 330,000 tested, 0.068% active. AID 2052, 2009;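 active = response, share of CD8 T cells binding vesicles, and their 90th percentile fluorescence all below set limits, cut at about 80% in these data, passing the limit was not always enough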
#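 Also added: QL9-peptide-loaded Drosophila micro-vesicles bearing Ld, ICAM-1 and B7-1; Test system: purified 2C TCR transgenic mouse naive CD8+ T cells; Measured by: cytometric PE anti-B7-1 and Alexa647 anti-CD8 signals after 1% paraformaldehyde fixation; Timing: binding step 1.5 h, 37 °C, antibody labelling 20 min, ice.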
# TNAP activators: human TNAP enzyme activators, primary screen, biochemical, luminescent, no phosphate acceptor, uHTS (AID 1001) | Alkaline phosphatase, tissue-nonspecific isozyme (Homo sapiens) | 200,000 tested, 0.03% active | one-dose activation fold at 20 µM; EC50 in µM for titrated hits | purified TNAP, luminescent activation assay, no phosphate acceptor; higher activation fold means a stronger effect; in the data active = activation fold from about 3, or a potency from the dose series; inactive = the rest, 99 in 100 with activation fold below about 1.6; also: many of its hits are not listed in these tables
# NTR1 ag: agonists of NTR1, primary screen, imaging, U2OS cells, beta-arrestin-GFP, high content (AID 493036) | Neurotensin receptor type 1 (Homo sapiens), P30989 | NTR1-U2OS beta-arrestin-GFP spot imaging, agonist mode | activation, % at 20 µM | 330,000 tested, 0.17% active;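 active = activation at or above 40% of the spot to cytoplasm intensity ratio, with at least 20 cells analyzed; inconclusive = wells under 20 cells, flagged as cytotoxic or low count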;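 also: 0% = DMSO without peptide and 100% = 100 nM NTR1 peptide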
# Target sequence (P30989 whole entry, looked up): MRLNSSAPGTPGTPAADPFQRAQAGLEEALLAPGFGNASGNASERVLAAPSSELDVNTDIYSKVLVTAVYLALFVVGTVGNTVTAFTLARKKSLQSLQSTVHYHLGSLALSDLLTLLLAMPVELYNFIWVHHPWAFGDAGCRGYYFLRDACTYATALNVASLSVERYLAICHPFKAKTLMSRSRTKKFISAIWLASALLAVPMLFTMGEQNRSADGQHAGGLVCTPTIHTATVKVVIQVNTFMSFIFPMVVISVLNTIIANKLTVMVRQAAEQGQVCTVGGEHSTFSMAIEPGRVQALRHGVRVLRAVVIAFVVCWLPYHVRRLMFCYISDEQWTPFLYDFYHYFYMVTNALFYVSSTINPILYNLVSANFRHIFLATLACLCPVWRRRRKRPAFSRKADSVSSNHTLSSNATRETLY
# K1F lysis inhibition: inhibition of K1F phage lysis, E. coli UTI89, bacterial capsule biogenesis inhibitors, alamar blue (AID 488966); E. coli UTI89 K1F phage lysis, alamar blue, 2 h; higher % means a stronger effect; inhibition, % at 100 µM; hits with a dose series show IC50 in µM; 340,000 tested, 0.02% active;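 active = phage lysis inhibition, versus mean bacterial control, above a set limit; inconclusive = no clear call, values can overlap the other calls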;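 also: capsule biogenesis inhibitors block K1F phage lysis so surviving cells raise fluorescence; higher fluorescence means more inhibition of phage lysis; actives were called in the ten point dose series up to 300 µM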
# Myeloid diff MLP: induction of myeloid progenitor differentiation, primary screen, cell-based, flow cytometry, MLPCN library | ER-HoxA9 myeloid progenitors, lysozyme-GFP differentiation | calls only at 10 µM | 360,000 tested, 1% active | AID 624256, 2012;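 active = normalized GFP-positive differentiation at or above the plate's own cutoff, the solvent-only control mean plus 3 SD; inconclusive = no clear call, values can overlap the other calls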;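 also: cells exposed to compound for four days before flow analysis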
# T cell HTS vesicle-bound %: recorded beside T cell HTS, whose call it bears; double positive events, %; measured here: CD8+ vesicle-bound cell fraction;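 binding gate set so that unloaded-vesicle control wells show 10% double positive cells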
# NTR1 ag cell count 20 µM: also measured in NTR1 ag; calls as there; cell count; measured here: cell count, cytotoxicity flag
# Myeloid diff MLP GFP+ MAC1+ %: also measured in Myeloid diff MLP; calls as there; GFP+ MAC1+ double positive, %; measured here: differentiation confirmed by MAC1 staining
# Starred values were filed as active, the others as inactive; i = inactive; ? = inconclusive; . = not tested or not shown; + = active, no number; [ ] = dose if it differs, or a comment.
SMILES,SV40 large T antigen,PhoP inhibition,RSV CPE inhibition,MgcRacGAP inhibition,T cell HTS,T cell HTS vesicle-bound %,TNAP activators,NTR1 ag,NTR1 ag cell count 20 µM,K1F lysis inhibition,Myeloid diff MLP,Myeloid diff MLP GFP+ MAC1+ %
CC(C)OCCCn1c(SC(C)C(=O)NC2CC2)nc2ccccc2c1=O (centres undefined),11%,-3%,-1.8%,1%,i,31,.,-1.6,44,0.6%[50 µM],i,0.5
CCOC(=O)C1=CN(Cc2ccco2)S(=O)(=O)N(C)C1c1ccc(F)c(Cl)c1 (centres undefined),.,.,.,-2%,.,.,.,1.9,44,0.9%,i,1.1
C/C(=N\NC(=O)c1ccc(O)cc1)c1ccc(NC(=O)Cc2ccccc2)cc1,5%,3%,1.5%,7%,i,4,.,0.1,66,0.7%[50 µM],i,0.7
COc1ccc(OCCSc2nnc3sc4ccccc4n23)cc1,-9%,30%,20%,6%,i,9,1.1,3.2,44,0.4%,i,6.3
COc1cccc(NC(=O)C2CCCO2)c1 (centres undefined),10%,5%,2.2%,11%,i,13,.,-0.4,59,0.3%,i,0.4
O=C(CSc1nnc2ccc(-c3ccccc3)nn12)NCC1CCCO1 (centres undefined),8%,2%,2.1%,4%,i,41,1.1,0.7,62,-0.7%[50 µM],i,0.7
Cc1ccc(S(=O)(=O)NCCc2cc3ccc(C)c(C)c3[nH]c2=O)cc1,-4%,6%,?,5%,i,26,.,-0.5,55,0.1%,i,0.1
COc1ccc(CNC(=O)C[C@H]2C[C@H](C(=O)N3CCOCC3)[C@@]3(CCC4CCCC4)c4[nH]c5cc(-c6ccco6)ccc5c4CCN3C2=O)cc1OC,.,.,.,10%,.,.,.,3.8,48,0.2%,i,0.4
O=C(COC(=O)c1ccc2c(=O)n3c(nc2c1)CCC3)NC1CCS(=O)(=O)C1 (centres undefined),8%,6%,4.9%,3%,i,27,1.1,-1.2,58,1.4%,i,0.8
CCNC(=O)CC1C(=O)N(c2ccccc2)C(=O)N1CCc1ccc(OC)c(OC)c1 (centres undefined),2%,15%,1.0%,1%,i,54,0.9,1.7,85,?,i,0.3
CC(C)C(NC(=O)C12CC3CC(CC(C3)C1)C2)C(=O)N/N=C/C1=C(N2CCOCC2)C(=C\c2ccc([N+](=O)[O-])cc2)/CC1 (centres undefined),36%,4%,2.7%,13%,i,47,0.9,2.9,90,0.1%,+,0.9*
O=C(NCCOc1ccc(Cl)cc1)c1cccc(S(=O)(=O)N2CCCC2)c1,.,.,1.0%,0%,i,25,.,0.8,67,-0.3%[50 µM],i,1.4
COc1ccc(OC)c(C2NC(=O)NC(C)=C2C(=O)Nc2ccc(C)cc2C)c1 (centres undefined),4%,16%,3.9%,8%,i,44,1.1,7.0,87,0.3%,i,1.2
Cc1cccc(NC(=O)CSc2nnc([C@H](C)NC(=O)OC(C)(C)C)o2)c1C,.,4%,-0.5%,-3%,i,18,.,-0.3,66,0.1%,i,2.2
CN(c1ccccc1)S(=O)(=O)c1cccc(C(=O)OCC(=O)Nc2ccc(C(N)=O)cc2)c1,.,.,.,-6%,i,48,.,3.3,55,-2.4%,i,0.9
CS(=O)(=O)N1CCN(c2ccc(NC(=O)c3ccc([N+](=O)[O-])o3)cc2)CC1,10%,-10%,.,-8%,.,.,1,.,.,-2.1%,.,.
Cc1ccc(S(=O)(=O)NN2C(=O)c3ccccc3NC2c2ccco2)cc1 (centres undefined),6%,0%,2.0%,.,i,37,1.2,1.5,42,.,i,0.2
COc1ccc(CNC(=O)CN(Cc2ccccc2)C(=O)CCC(=O)Nc2nccs2)cc1,3%,-2%,0.4%,4%,i,42,.,2.0,53,-1.3%,i,1.3
Cc1c(Cl)ccc2c1NC(=O)C21NC(CCC(N)=O)[C@H]2C(=O)N(c3ccc(Cl)cc3)C(=O)[C@H]21 (some centres undefined),-2%,8%,2.0%,10%,i,39,1,0.0,86,-0.1%,i,2.5
CC(C)n1c(O)c(/C=C2\C=Nc3ccccc32)sc1=Nc1ccccc1,0%,3%,-0.9%,-4%,i,8,1,13,50,0.3%,i,5.0
O=C(/C=C/c1cc([N+](=O)[O-])ccc1OC(F)F)Nc1cccc(OC(F)F)c1,4%,-7%,1.3%,1%,i,38,1.1,5.5,54,4.3%,?,.
O=C(Cn1c(NCCO)nc2ccccc21)Nc1cccc(S(=O)(=O)N2CCCC2)c1,.,.,.,2%,i,13,.,-1.3,60,-1.1%,i,0.7
COc1ccc(C(=O)NCC(=O)OCC(=O)NC2CCCCCC2)cc1,.,.,.,-1%,i,30,.,-1.2,58,2.8%,i,1.0
O=C(NCCN1CCOCC1)N1CCOCC1,-1%,-6%,-1.0%,1%,i,58,1.1,0.5,78,-0.1%,i,2.5
Cc1cccc2nc(CSc3nnnn3-c3ccccc3)cn12,8%,-1%,0.6%,-1%,i,54,1.1,-0.7,94,0.4%,i,1.7
SMILES,SV40 large T antigen,PhoP inhibition,RSV CPE inhibition,MgcRacGAP inhibition,T cell HTS,T cell HTS vesicle-bound %,TNAP activators,NTR1 ag,NTR1 ag cell count 20 µM,K1F lysis inhibition,Myeloid diff MLP,Myeloid diff MLP GFP+ MAC1+ %
CCOc1ccc(CN(C)C(=O)CN2C(=O)NC(c3ccccc3)(c3ccccc3)C2=O)cc1,.,.,5.4%,5%,i,32,.,1.2,58,0.2%[50 µM],i,0.7
CCc1ccc(C(=O)COC(=O)c2cccc(N3C(=O)c4c(C)nc5ccccc5c4C3=O)c2)cc1,9%,4%,2.3%,4%,i,50,1.1,6.3,73,0.6%,i,0.6
O=C(NCc1ccco1)/C(=C\c1ccco1)NC(=O)c1cccs1,13%,2%,2.7%,4%,i,33,1,1.0,36,-0.2%,i,0.2
O=C(Nc1c(F)c(F)c(F)c(F)c1F)NC1CCCCC1,10%,-1%,1.0%,-1%,i,16,1.1,0.4,84,-0.1%,i,0.9
CCN(c1ccccc1)S(=O)(=O)c1ccc(C(=O)Nc2nnc(CSC)o2)cc1,6%,-2%,3.4%,7%,i,43,1.1,3.8,83,-0.2%,i,0.0
CCc1nnc(NC(=O)CSc2n[nH]c(-c3ccccc3O)n2)s1,-9%,-4%,-1.5%,7%,i,43,2.2,1.3,46,-0.9%,i,0.4
CCc1ccc2c(c1)C(c1ccc([N+](=O)[O-])cc1)=NNC(c1ccccc1)=N2,7%,1%,1.9%,1%,i,32,1,-0.4,52,2.2%,i,0.1
O=C(NC1CCCC1)C(c1cccs1)N(C(=O)c1ccco1)c1ccc2c(c1)OCO2 (centres undefined),-6%,2%,2.4%,7%,i,27,1.1,0.6,52,-1.3%,i,0.6
Cc1cc(C(C)(C)C)cc(C)c1CCNC(=O)c1ccc[n+]([O-])c1,6%,-3%,38µM*,4%,i,27,.,4.6,55,0.0%,i,0.7
Nn1c(SCC(=O)Nc2c(F)cc(F)cc2Br)nnc1C1CCCCC1,13%,-3%,-0.1%,13%,i,0,.,-0.3,71,4.2%,i,3.8
Cc1cc(SCC(=O)OC(C)C(=O)N(C)c2ccccc2)nc2ccccc12 (centres undefined),1%,1%,0.0%,0%,i,47,.,-0.2,50,1.1%[50 µM],i,0.5
Cc1ccc(S(=O)(=O)Cc2ccc(C(=O)N3CCN(c4ccc(F)cc4)CC3)o2)cc1,1%,-2%,2.3%,2%,i,38,0.9,-1.7,61,2.9%,i,1.9
N/C(Cc1ccc(Cl)cc1Cl)=N\OC(=O)Cc1ccc(Cl)cc1,8%,-17%,-0.7%,8%,i,58,1.3,-0.9,61,1.2%[50 µM],i,0.5
CCOC(=O)N1CCN(C(=O)Nc2ccc3nc(-c4ccccn4)c(-c4ccccn4)nc3c2)CC1,-28%,10%,4.1%,13%,i,30,1.1,5.8,31,0.1%,i,1.5
CCOC(=O)[C@H]1[C@H]2COc3ccc(C)cc3[C@@H]2N2C(=O)c3ccc(F)cc3NC(=O)[C@@]12C,4%,0%,5.5%,9%,i,21,.,-1.1,46,1.6%,i,0.3
Cc1ccc(N(C(=O)c2csnn2)C(C(=O)NC2CCCC2)c2cccnc2)cc1 (centres undefined),5%,7%,2.7%,9%,i,36,.,1.9,40,-0.1%,i,0.6
COc1ccc(/C=C(\C#N)c2c[nH]c3ccccc23)cc1,-5%,10%,2.2%,8%,i,28,.,.,.,0.3%,?,.
Cc1ccsc1C1CC(=O)NC2=C1C(=O)CC(C)(C)C2 (centres undefined),-1%,6%,1.2%,6%,i,32,1.1,0.1,51,0.0%[50 µM],i,0.7
Clc1ccc(CN(CC2CCCO2)C(c2cccs2)c2nnnn2C2CCCC2)cc1 (centres undefined),17%,8%,1.2%,6%,i,11,1.1,1.1,75,1.4%,i,1.4
O=C(COc1ccc(F)cc1Cl)Nc1ccc(S(=O)(=O)Nc2nccs2)cc1,7%,-8%,-1.6%,3%,i,31,.,1.6,67,1.1%[50 µM],i,0.3
CC1Cc2ccccc2N1C(=O)COC(=O)c1cccnc1Cl (centres undefined),16%,-3%,1.3%,-4%,i,35,1.1,3.1,58,4.0%,i,0.8
COC(=O)c1ccccc1NC(=O)CSc1n[nH]c(CC(C)C)n1,0%,12%,0.3%,8%,i,45,0.8,0.8,48,0.0%,i,1.0
O=C(NCCN1CCOCC1)c1cc2n(n1)C(C(F)(F)F)CC(c1ccc(F)cc1)N2 (centres undefined),0%,2%,-1.9%,-4%,i,52,1,-1.5,49,3.2%,i,7.2
CCCCSc1nc2ccccc2n1CC(=O)O,3%,3%,0.9%,4%,i,34,1.1,0.1,55,0.3%,i,1.1
Nc1ccc2c(c1)sc1ccccc12,21%,7%,19%,19%,i,61,1,-1.6,67,0.0%,i,0.8

# Only Myeloid diff MLP (2 entries from above):
Molecule,Myeloid diff MLP
O=C(Nc1c(F)c(F)c(F)c(F)c1F)NC1CCCCC1,i
CCN(c1ccccc1)S(=O)(=O)c1ccc(C(=O)Nc2nnc(CSC)o2)cc1,i
